MazF activator = activators of E. coli MazEF toxin-antitoxin RNase; FAM/BHQ RNA-DNA oligo cleavage fluorescence, 5 h; activation, % at 20 µM; hit rate 0.32% among 350,000; AID 504720; in the data active = activation above about 50%
Target sequence (P0AE70 whole entry, looked up): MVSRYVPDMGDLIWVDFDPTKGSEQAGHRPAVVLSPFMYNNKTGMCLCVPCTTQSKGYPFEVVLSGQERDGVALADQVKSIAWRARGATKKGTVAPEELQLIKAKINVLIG
Rv3671c inh = Rv3671c (M. tuberculosis) protease inhibition. AID 2606. P9WHR9. hit rate 0.048% among 320,000. inhibition, % at 5.96 µM; in the data active = inhibition above about 38%;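 note: extracellular domain of Rv3671c used as enzyme; 0% = enzyme with DMSO and 100% = no enzyme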
Vc quorum ag = induces V. cholerae light production without autoinducers; V. cholerae BH1578 lux reporter, luminescence, 6 h; activation, % at 18.7 µM; hit rate 0.16% among 350,000; AID 588436; in the data active = activation mostly above about 9.7%, no sharp cut-off; note: not every result past the cut was called active; inactives centre near 0; reference of the scale not given here
VHR inh abs = blocks human VHR1 dual specificity phosphatase | P51452 | recombinant VHR phosphatase, pNPP absorbance | inhibition, % at 13.3 µM | hit rate 0.52% among 290,000 | AID 1654; in the data active = inhibition above about 50%; note: some compounds called inactive have numbers as strong as hits
Target sequence (P51452 whole entry, looked up): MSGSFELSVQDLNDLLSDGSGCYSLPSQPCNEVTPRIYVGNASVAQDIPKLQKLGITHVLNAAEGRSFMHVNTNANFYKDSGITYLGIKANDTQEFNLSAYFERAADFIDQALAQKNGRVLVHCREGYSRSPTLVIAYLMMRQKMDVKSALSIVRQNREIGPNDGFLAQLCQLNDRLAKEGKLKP
BioA inh = inhibitors of Mycobacterium tuberculosis BioA enzyme; purified M. tuberculosis BioA enzyme, plate reader; inhibition, % at 9.99 µM; hit rate 0.096% among 360,000; AID 602481; in the data active = inhibition above about 40%
SSB-PriA inh = K. pneumoniae PriA-SSBct interaction inhibition; AlphaScreen SSBct-PriA binding, biotinylated peptide; AID 1272365; hit rate 0.6% among 430,000; inhibition, % at 33 µM; in the data active = inhibition mostly above about 37%, no sharp cut-off; inactive = mostly below about 20%;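 note: plate controls were negative control peptide for no effect and reference peptide for full effect; strong numbers were not always called active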
SARS 3CLpro inh = SARS-CoV 3CLpro protease inhibition. P0C6X7. recombinant SARS-CoV 3CLpro, quenched FRET peptide cleavage. inhibition, % at 6 µM. hit rate 0.14% among 290,000; in the data active = inhibition above about 12%
GDH-TPI inh = GDH-TPI coupled enzyme inhibition counter-screen; hit rate 1.2% among 360,000; inhibition, % at 4.8 µM; AID 588335; GDH-TPI coupled enzyme counterscreen, NADH absorbance; in the data active = inhibition above about 30%;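 note: 0% = DMSO wells and 100% = wells lacking the enzyme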
UGM FP inh = Mtb UDP-galactopyranose mutase inhibition. P9WIQ1. purified UGM, fluorescence polarization probe displacement. inhibition, % at 10 µM. hit rate 0.06% among 320,000. AID 504406; in the data active = inhibition above about 10%, passing the limit was not always enough
Target sequence (P9WIQ1 whole entry, looked up): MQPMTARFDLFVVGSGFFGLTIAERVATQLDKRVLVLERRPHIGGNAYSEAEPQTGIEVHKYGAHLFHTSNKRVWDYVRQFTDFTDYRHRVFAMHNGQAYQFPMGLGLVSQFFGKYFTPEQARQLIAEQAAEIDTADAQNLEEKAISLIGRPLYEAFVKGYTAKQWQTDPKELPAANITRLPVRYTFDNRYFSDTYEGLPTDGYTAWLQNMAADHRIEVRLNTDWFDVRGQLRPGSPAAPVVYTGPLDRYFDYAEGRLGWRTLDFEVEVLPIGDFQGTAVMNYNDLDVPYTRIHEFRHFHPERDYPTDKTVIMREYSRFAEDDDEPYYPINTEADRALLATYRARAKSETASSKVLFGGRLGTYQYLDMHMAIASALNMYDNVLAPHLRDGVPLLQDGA
Mtb FBA inh = inhibitors of M. tuberculosis fructose-bisphosphate aldolase | P9WQA3 | purified M. tuberculosis FBA, fluorescence read-out | inhibition, % at 1 µM | hit rate 2.3% among 360,000 | AID 588726; in the data active = inhibition above about 27%;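 note: 0% = vehicle and 100% = reference inhibitor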
Target sequence (P9WQA3 whole entry, looked up): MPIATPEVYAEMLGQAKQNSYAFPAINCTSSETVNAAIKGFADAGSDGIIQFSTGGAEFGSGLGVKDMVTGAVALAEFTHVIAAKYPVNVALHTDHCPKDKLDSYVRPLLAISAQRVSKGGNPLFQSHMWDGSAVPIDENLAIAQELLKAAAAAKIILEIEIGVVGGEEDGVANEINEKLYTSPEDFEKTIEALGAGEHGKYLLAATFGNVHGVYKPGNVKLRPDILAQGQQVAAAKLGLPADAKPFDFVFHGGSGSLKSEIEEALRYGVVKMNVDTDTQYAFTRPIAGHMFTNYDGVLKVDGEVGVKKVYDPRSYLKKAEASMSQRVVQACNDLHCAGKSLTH
* marks the source's active call; other numbers are inactive results; i = inactive; · = not tested or not shown; + = active, no number; & = joins results of further samples. These rows are one share of the data (hit frequency here may not be typical).

SMILES	MazF activator	Rv3671c inh	Vc quorum ag	VHR inh abs	BioA inh	SSB-PriA inh	SARS 3CLpro inh	GDH-TPI inh	UGM FP inh	Mtb FBA inh
O=C1c2ccccc2C(=O)N1CC(O)Cn1nnc2ccccc21 (centres undefined)	4	1	-0.2	-4	8.3	-9	0	-4	1.5	-2
CCOC(=O)C1CCCN(C(=O)c2cc(C(C)(C)C)nn2C)CC1 (centres undefined)	·	·	-0.4	·	-1.3	·	·	-5	·	1
COc1ccc(C(=O)O/N=C(/C)c2cccs2)cc1	9	-1	-0.2	48	·	·	3	1	-1.2	0
O=c1cc(O)n(-c2ccccc2F)c(=S)[nH]1	-14	-8	-6.9	21	-1.9	-4	2	4	-1.4	-2
CCOC(=O)C1CCN(C(=O)Nc2c(-c3ccccc3)noc2C)CC1	-22	-3	-0.3	-8	-1.3	-10	4	-1	-1.3	1
O=C1c2ccccc2C(Nc2ccc(S(=O)(=O)N3CCCCC3)cc2)N1Cc1ccco1 (centres undefined)	-6	-4	-0.9	21	-0.9	12	-3	13	-1.4	0
CCOC(=O)N1CCN(C(=O)COC(=O)c2cccc(C)c2[N+](=O)[O-])CC1	-5	-1	0.0	·	-1.0	7	·	4	·	6
Nc1nc(SCC(=O)N2N=C3/C(=C/c4ccco4)CCCC3C2c2ccco2)n[nH]1 (centres undefined)	5	0	-0.6	27	-0.4	-3	3	35*	-0.7	4
O=C(CN1CCN(c2ccccc2F)CC1)NC(=O)NCc1ccco1	3	1	-0.4	4	·	-3	1	-1	-0.2	2
CC(C)Cc1[nH]c(=O)c(C#N)c2c1COC(C)(C)C2	-1	3	i	27	-0.7	-12	-3	31*	2.0	17
CC(C(=O)O)n1nc2ccccc2n1 (centres undefined)	-3	-2	-0.6	26	0.4	-15	-1	-6	-0.9	-2
COc1ccc(NC(=O)Cc2ccc(Cl)cc2Cl)cn1	0	-1	-0.7	13	-0.2	-7	6	10	1.0	-3
CCCCN1C(=O)C(=O)N(CC(=O)Nc2ccc(OC(F)(F)F)cc2)C1=O	7	-2	i	·	-2.1	1	·	4	1.1	-3
O=C(CCCc1ccccc1)NCCS(=O)(=O)N1CCN(c2ccccc2)CC1	-25	·	-5.6	·	-1.1	·	·	8	·	-3
CN1CCN(C(=O)c2cc3sccc3n2CC(=O)c2ccccc2)CC1	3	0	-0.5	16	0.3	-15	-3	-16	-0.9	-2
CCn1c(CSc2nc3ccccc3[nH]2)nc2cc(C(=O)O)ccc21	-7	6	-1.7	19	2.7	4	2	7	0.6	16
O=C(c1cc(Br)c(Br)s1)N1CCN(c2ccccn2)CC1	3	3	-0.1	-3	1.9	-10	-3	6	-3.0	1
CN(C(=O)C1CCN(S(=O)(=O)c2cccs2)CC1)C1CCCCC1	0	10	-1.8	15	0.6	0	-1	-2	-2.5	2
CCOC(=O)CSc1nnc(-c2ccccc2)o1	-4	7	i	4	·	-4	2	-13	-0.5	0
Cc1ccc(-c2csc(NC(=O)C3CSC4(C)CCC(=O)N34)n2)cc1 (centres undefined)	-2	-4	5.9	·	-1.1	-12	·	-1	1.7	1
COc1ccc(CN2C[C@@H](CO)O[C@@H](n3cnc4c(N(C)C)ncnc43)C2)cc1	·	·	1.0	·	-1.1	·	·	4	·	2
Cc1cc(C(=O)COC(=O)c2ccc(O)cc2O)c(C)n1C(C)C	-1	-5	5.7	·	-0.8	5	·	-6	0.5	2
O=C(COc1ccc(Br)cc1)Nc1ccccc1N1CCCC1	-7	-6	i	22	·	-3	5	4	-2.3	-2
Fc1ccc(C(c2nnnn2Cc2cccs2)N2CCN(C3CCCC3)CC2)cc1 (centres undefined)	-12	-4	-6.7	-2	1.7	-5	1	-1	0.2	2
CCCCNC(=O)CNC(=S)N(CCCN1CCOCC1)Cc1cccs1	-6	-6	-0.3	-10	-0.4	-13	-2	10	1.2	3
COc1ccc(O)c(N)c1	·	·	i	3	-4.8	·	1	·	·	·
Cc1ccc(C)c(OCCn2cc(/C=C(/C#N)C(=O)NCC3CCCO3)c3ccccc32)c1 (centres undefined)	-48	-27	-0.1	2	-3.0	0	-1	13	2.5	-1
O=C(CN(Cc1ccco1)S(=O)(=O)c1ccccc1)N/N=C/c1cccc(O)c1	-2	1	-0.5	0	-1.2	·	-3	13	2.0	3
CC(C)C(NC(=O)c1ccccc1Br)c1ccccc1 (centres undefined)	-3	-4	-0.2	-7	·	-9	0	1	2.7	-4
CCN(C(C)=O)c1nnc(CSc2nc3ccccc3s2)s1	6	·	-0.2	7	-0.6	-7	5	5	·	0
Cn1nc(C(=O)NCc2ccccc2)c2c1-c1ccccc1S(=O)(=O)C2	2	4	-0.7	25	·	3	1	3	-1.3	-1
COc1ccc(OC)c(/C=C2\S/C(=N/NC(=O)c3ccc4ccccc4c3)NC2=O)c1	-3	2	-0.1	-5	0.7	·	0	28	4.0	0
CCOc1ccc(C(=O)Nc2ccccc2NC(C)=O)cc1OCC	5	9	-0.6	8	·	-24	1	-3	-1.9	-1
CCn1c(Oc2ccccc2)nc2c1c(=O)n(C)c(=O)n2C	-24	2	i	-12	2.0	-12	4	-3	1.9	0
Cc1ccc(C(=O)N2CCCC(N3CCN(c4ccccc4C)CC3)C2)c(=O)[nH]1 (centres undefined)	1	-11	i	-2	-2.5	-1	0	0	-3.1	0
CC(=O)Nc1ccc(SCC(=O)Nc2cc(C(C)(C)C)nn2-c2ccccc2)cc1	-5	-3	i	-6	·	-1	-1	-1	0.9	-3
CCN(CC)CCN(C(=O)CCS(=O)(=O)c1ccccc1)c1nc2cc3c(cc2s1)OCO3	-14	0	-0.4	-2	-1.7	-2	-2	9	-1.8	-3
O=C(NCCCN1CCCCC1)c1ccc2c(c1)NC(=O)c1ccccc1S2	13	-6	i	35	-1.0	2	-1	8	0.0	2
CNC(=S)NCCc1ccccc1	-2	8	-0.5	31	·	-2	-3	11	-0.9	0
CC(=O)N(Cc1cc(=O)[nH]c2ccccc12)c1cccc(C)c1	2	2	1.5	8	-0.5	-13	2	-3	-1.3	5
O=C(CN1C(=O)C2CC=CCC2C1=O)Nc1nc(-c2ccc(F)c(F)c2)cs1 (centres undefined)	2	0	i	·	-1.8	-4	·	-6	-0.1	0
COc1cccc(-c2cnc(C(O)c3ccc(SC)cc3)[nH]2)c1 (centres undefined)	·	·	-3.3	·	-0.4	·	·	8	·	0
Cc1cc(C(=O)NNC(=O)c2ccc(Cl)cc2)no1	2	3	i	-12	0.2	-6	1	2	0.4	0
O=C(CNS(=O)(=O)c1ccccc1)OCC(=O)c1ccc(F)cc1	-20	-8	-0.2	20	-3.3	-12	4	5	3.8	2
CCCn1c(/C=C/c2ccccc2)nc2ccccc21	-3	0	-0.2	32	2.8	-1	-9	38*	0.5	53*
O=C(CNCc1ccc(Cl)cc1)Nc1ccc(C(=O)N2CCCCC2)cc1	-1	4	i	25	0.8	11	0	-5	0.5	0
CC(Oc1ccccc1)C(=O)N1CCc2ccccc2C1 (centres undefined)	3	-4	0.3	13	1.2	-18	-2	3	-0.7	1
COc1ccc(CCNC(=O)CCCCCN2C(=O)c3ccccc3C2=O)cc1OC	-1	-2	-0.3	-7	·	-4	2	-3	2.1	-2
CCOc1ccc(Cn2c(=O)sc3ccccc32)cc1	1	0	-0.4	-8	-0.8	0	1	-3	2.5	-1
Cc1cc(C(=O)N2CCN(C(c3ccccc3)c3ccccc3)CC2)no1	-11	-8	-0.2	4	·	4	6	2	1.1	0
CCCCOc1ccc(C(=O)OCC(=O)NC2CCCC2)cc1	-9	2	i	·	-2.3	11	0	1	-3.4	6
O=C(NCc1ccco1)c1ccc(S(=O)(=O)N2CCCCCC2)cc1	7	9	i	·	-2.0	8	·	1	·	-1
COc1cc(NC(=O)C2CCCN(c3ncccn3)C2)cc(OC)c1 (centres undefined)	6	0	i	-9	2.2	-11	-8	6	-0.2	-1
O=C(NCCc1ccccc1)C(=S)N1CCCCC1	0	8	-0.1	12	1.0	-3	4	6	-0.3	-1
CN(C(=O)COC(=O)c1cc[n+]([O-])cc1)c1ccccc1	1	2	-0.5	5	-5.4	-5	5	-2	-2.0	6
Cc1ccc(NC(=O)CS(=O)CC(=O)NC23CC4CC(CC(C4)C2)C3)cc1 (centres undefined)	8	6	-0.4	36	-0.9	-1	3	-8	0.8	0
Cc1ccc(C(=O)C2CC2)c(C)c1	-5	·	-1.0	·	-2.0	-12	·	4	·	5
CCn1ncc(Br)c1C(=O)Nc1cccc(C(C)=O)c1	-15	3	i	10	-0.8	2	-1	5	0.8	2
CC(=O)c1c(C)[nH]c(C(=O)NCc2ccccc2Cl)c1C	3	0	-0.4	-5	-1.3	0	4	4	-3.5	-1
CCC(C)NC(=O)CS(=O)Cc1nc(-c2cccc(OC)c2)oc1C (centres undefined)	2	2	-0.3	4	0.5	-2	2	-14	5.3	1
Remaining list, next part.
SMILES	MazF activator	Rv3671c inh	Vc quorum ag	VHR inh abs	BioA inh	SSB-PriA inh	SARS 3CLpro inh	GDH-TPI inh	UGM FP inh	Mtb FBA inh
CN(C)CCn1cnc2c1c(=O)n(C)c(=O)n2C	-2	-12	-0.8	5	-1.8	-2	-5	5	-2.8	2
COc1ccc(NC(=O)N(C)C[C@H]2OCc3cnnn3CCCC(=O)N([C@@H](C)CO)C[C@H]2C)c(OC)c1	4	·	i	·	-0.1&1.2	·	·	-11	·	-1
Cc1cccc(OCC(=O)NCCCNC(=O)c2ccncc2)c1	2	-4	i	20	-0.5	0	4	-6	0.8	1
COCc1c(C(=O)OCC(=O)NCCN2C(=O)CSC2=O)oc2ccccc12	-1	-11	-0.2	7	·	-8	-5	-1	3.1	10
CCCCCCCCN1[C@@H](CC(=O)OCC)c2ccc(C(F)(F)F)cc2S1(=O)=O	3	-17	i	·	-1.7	-19	·	5	0.6	1
CCn1nnnc1NC(=O)c1cccc(OC)c1	-18	2	-0.4	6	-0.5	2	0	7	-0.3	1
Cc1ccc(NCc2n[nH]c(=S)n2-c2ccccc2)cc1Cl	0	7	-0.2	22	·	4	-1	2	-1.0	0
Cc1c(Cl)c(=O)oc2cc(OC(C)C)ccc12	11	-11	-0.3	-1	2.4	-19	4	25	0.4	+
CC(=O)Nc1cccc(NC(=O)CCCC2CCCCC2)c1	5	1	-1.3	-7	-5.1	-16	4	-2	1.0	0
COC(=O)c1cccc(NC(=O)c2cnn(C)c2)c1	5	0	-0.3	·	16	-1	·	3	3.2	-1
Oc1cc(NCCc2cccnc2)cc2cccnc12	15	-14	-0.9	·	-0.4	85*	·	13	-0.9	-1
CCS(=O)(=O)N1CCCC(C(=O)NC2CCCCC2C)C1 (centres undefined)	0	-6	-0.2	26	-1.4	-7	-2	11	0.9	-1
C=CC(=O)Nc1ccc(N(C)c2ccnc(Nc3ccc(N4CCN(C)CC4)cc3)n2)cc1	4	7	i	·	1.9	44*	·	9	·	0
O=S(=O)(Nc1ccc(NS(=O)(=O)c2ccccc2)c(Cl)c1)c1ccccc1	-12	·	-2.9	·	-2.9	0	·	2	·	2

By substructure: the entries above with a furan ring, fused or not.
SMILES	MazF activator	Rv3671c inh	Vc quorum ag	VHR inh abs	BioA inh	SSB-PriA inh	SARS 3CLpro inh	GDH-TPI inh	UGM FP inh	Mtb FBA inh
O=C1c2ccccc2C(Nc2ccc(S(=O)(=O)N3CCCCC3)cc2)N1Cc1ccco1 (centres undefined)	-6	-4	-0.9	21	-0.9	12	-3	13	-1.4	0
Nc1nc(SCC(=O)N2N=C3/C(=C/c4ccco4)CCCC3C2c2ccco2)n[nH]1 (centres undefined)	5	0	-0.6	27	-0.4	-3	3	35*	-0.7	4
O=C(CN1CCN(c2ccccc2F)CC1)NC(=O)NCc1ccco1	3	1	-0.4	4	·	-3	1	-1	-0.2	2
O=C(CN(Cc1ccco1)S(=O)(=O)c1ccccc1)N/N=C/c1cccc(O)c1	-2	1	-0.5	0	-1.2	·	-3	13	2.0	3
O=C(NCc1ccco1)c1ccc(S(=O)(=O)N2CCCCCC2)cc1	7	9	i	·	-2.0	8	·	1	·	-1
COCc1c(C(=O)OCC(=O)NCCN2C(=O)CSC2=O)oc2ccccc12	-1	-11	-0.2	7	·	-8	-5	-1	3.1	10
